Nrf2 ARE act: Nrf2 pathway activation; Potency, µM (series often up to 46.1 µM), for inactives: at the highest dose activation, hits mostly activators; 410,000 compounds, 0.31% hits; AREc32 ARE-luciferase reporter (MCF7-derived line), luminescence, 24 h; AID 624171; further: potency means the concentration at half of the fitted maximal effect; % of control where 0% means no effect; nearly all actives have a fitted effect of over 65% in size
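Luciferase luminescence (Steady-Glo, 30 min at room temperature) served as the read-out of ARE activation in AREc32 cells treated with compounds for 24 hr at 37 deg C.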
A549 tox: counter-screen for Nrf2 inhibitors: cytotoxicity in A549 cells; A549 ARE-Fluc cells, CellTiter-Fluor viability, 18-24 h; Potency, µM (series often up to 46 µM), for inactives: at the top dose activity change, negative = cytotoxicity, most hits filed as inhibitors; 390,000 compounds, 0.16% hits; AID 504648; further: potency means the concentration at half of the fitted maximal effect; on the % scale 0 is the no-effect control and ±100 the full control effect
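A549 ARE-Fluc cells in 5% FBS OPTI-MEM, 5000 cells/well, rested 2 h then exposed to compounds in concentration-response for 18-24 h at 37 °C. Viability by CellTiter-Fluor fluorescence (Ex 405/Em 525) after 30 min; luciferase luminescence (BugLite, 15 min, RT) read afterwards.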
Nrf2 inh: inhibitors of Nrf2 signaling; Potency, µM (top dose mostly 46 µM), inactives show at the highest dose activity change, negative = inhibition, actives largely listed as inhibitors; A549 ARE-Fluc reporter, luciferase luminescence, 18-24 h; 360,000 compounds, 2.1% hits; further: potency means the concentration at half of the fitted maximal effect; on the % scale 0 is the no-effect control and ±100 the full control effect; nearly all actives have a fitted effect of over 60% in size
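A549 ARE_Fluc cells (5000/well, 5% FBS OPTI-MEM) pre-incubated 2 h, then treated with compounds 18-24 h at 37C/5% CO2 in concentration-response. CellTiter-Fluor viability read first; BugLite luciferase luminescence after 15 min at room temperature gives Nrf2 activity.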
HepG2 tox: counter-screen for TGF-b inhibitors: cytotoxicity in HepG2 cells. HepG2 CAGA-GFP viability, ATP luminescence, 18 h. Potency, µM (top dose mostly 46.1 µM), inactives show at the highest dose activity change, negative = cytotoxicity, most hits filed as cytotoxic. 410,000 compounds, 0.76% hits. AID 588856; further: potency means the concentration at half of the fitted maximal effect; some results filed as inactive show a strong effect at the top dose
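HepG2 CAGA-GFP cells (1000/well, DMEM with 1% FBS) received compound, then TGF-beta at 500 pg/mL final, and were incubated 18 hours at 37 degrees C. Viability was read by CellTiter-Glo luminescence. Media-only wells were set as complete cell-killing and DMSO as no toxicity.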
Akt phos inh: Akt phosphorylation inhibition | AID 651550 | Neuro2A IGF-stimulated pAkt S473 HTRF, 20 min; stronger effect = lower value | 360,000 compounds, 0.32% hits | activity change, % for hits at 50 µM; in the data active means activity change below about -80%; inconclusive means mostly about -51% to -80%; further: on the % scale 0 is the no-effect control and ±100 the full control effect
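Single-point screen (50 µM final compound) in Neuro2A cells stimulated 20 min with 6 nM IGF at 37 deg C. After lysis, Ser473-phosphorylated Akt read by HTRF (ex 330 nm, em 615/665 nm) as the 665/615 ratio.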
ATXN viability: reduces viability in counter-screen for ATXN expression inhibitors | S2 cells (HEK-293 line with an ATXN2-luciferase reporter) viability, CellTiter-Fluor protease fluorescence, 24 h | Potency, µM (titrated, usually from 56.7 µM), most hits filed as cytotoxic | 400,000 compounds, 0.49% hits | AID 651635; further: potency means the concentration at half of the fitted maximal effect; nearly all actives have a fitted effect of over 40% in size
TGFb SMAD3 inh: inhibitors of TGF-b signaling; HepG2 CAGA-GFP TGF-b/SMAD3 reporter, GFP fluorescence, 18 h; TGF-beta stimulated, 500 pg/mL final; Potency, µM (series often up to 46.1 µM), inactives show top-dose activity, negative = inhibition, hits mostly inhibitors; 410,000 compounds, 1.2% hits; AID 588855; further: potency means the concentration at half of the fitted maximal effect; on the % scale 0 is the no-effect control and ±100 the full control effect; nearly all actives have a fitted effect of over 65% in size
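TGF-beta reporter screen: HEPG2 CAGA-GFP, 1% FBS, 500 pg/mL TGF-beta final, 18 h; per-cell GFP summed per well; curves fitted and categorized by class.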
Mm-Cpn inhibitor: blocks the Methanococcus maripaludis chaperonin Mm-Cpn. purified Mm-Cpn ATPase, ADP Transcreener TR-FRET. Potency, µM (top dose mostly 76.9 µM), inactives show at the top dose activity, negative = inhibition, usual class: inhibitors. 330,000 compounds, 0.031% hits. AID 504842; further: potency means the concentration at half of the fitted maximal effect; on the % scale 0 is the no-effect control and ±100 the full control effect; nearly all actives have a fitted effect of over 80% in size
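25 nM Mm-CPN + cpd, 10 min 37°C; + 10 uM ATP, 30 min 37°C; buffer 30 mM Tris pH 7.4, 100 mM KCl, 5 mM MgCl2, 1 mM DTT; Transcreener ADP HTRF detection 30 min RT.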
CCT modulator: cytosolic chaperonin activity modulation. purified chaperonin ATPase assay, HTRF ADP detection, 30 min. activity change, % (no concentration beside the values), hits read low. 360,000 compounds, 0.3% hits; in the data active means activity change below about -30%; further: on the % scale 0 is the no-effect control and ±100 the full control effect
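First, chaperonin was dispensed at 40 nM or 20 nM final depending on batch activity. Next, compounds were pinned at 76 uM and ATP added at 10 uM. After 30 min at 37 °C, ADP detection reagents ran 30 min at ambient temperature.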
* hit, by the source's call; i = inactive; u = inconclusive; x = no result given; & = joins results of further samples; [ ] = remark or other dose. Unless noted, the call rests on the fitted dose curve; in most records, active means well fitted curve in the direction sought with a large enough effect; inconclusive means small, poorly fitted or top-dose-only effect, or another doubt; inactive means no such curve, though single readings can be large; an effect the other way counts as inactive or inconclusive. Compounds were not picked by outcome, and some 4.4% of all compounds hit somewhere here.

Results follow in this order: TGFb SMAD3 inh | A549 tox | ATXN viability | HepG2 tox | Mm-Cpn inhibitor | Nrf2 inh | Nrf2 ARE act | CCT modulator | Akt phos inh
> Cc1ccccc1CNC(=O)c1ccc(NC(=O)N2CCCCc3ccccc32)cc1
  1% | 4% | i | -17% | x | u | 4.7% | x | x
> CCOC(=O)COc1ccc2c(c1)c(C(C)=O)c(C)n2-c1ccc(OC)cc1
  -1% | 3% | i | 7% | -12% | 23% | 0.1% | -0.5 | i
> O=C(c1cccc(F)c1)N1CCN(C(=O)c2cc3nc(-c4ccco4)cc(C(F)(F)F)n3n2)CC1
  3% | 0% | i | 3% | 1% | -3% | 0.2% | -0.5 | i
> Cc1cc(C(=O)N/N=C/C(Cl)=C/c2ccccc2)c(C)o1
  5% | 0% | i | -19% | 3% | 19% | u | 0.4 | i
> COc1ccc2cc(C[C@@H]3CC[C@@H](CO)O3)ccc2c1
  11% | -1% | i | -8% | 0% | u | 4.0% | 0.3 | i
> CC(C)CN1CCC(=O)N(CCC#N)CC1
  4%&1% | 3% | i | 7%&-45% | -1% | 2% | -0.2% | -2.4 | i
> O=C(Nc1ccccc1F)C1CCN(S(=O)(=O)c2ccc3c(c2)CCCN3C(=O)C2CCC2)CC1
  u | -11% | i | -20% | x | x | 4.0% | x | x
> N#Cc1ccc(-c2nc3ccc(Br)cc3c(=O)n2O)cc1
  -12% | -2% | i | -34% | 1% | 1% | 0.1% | -0.3 | i
> O=C(Cc1c(F)cccc1Cl)NNC(=O)c1ccncc1
  -6% | -6% | i | -9% | 2% | 0% | -0.7% | -1.4 | i
> CC(=O)c1ccc(NC(=S)NC(=O)/C=C/c2ccc(F)cc2)cc1
  7% | 1% | i | -9% | 2% | 8% | -0.3% | -0.7 | i
> COC(=O)CCC(=O)N1CCc2cc(S(=O)(=O)N3CCN(c4ccccc4Cl)CC3)ccc21
  28% | 5% | i | 8% | 2% | x | 2.7% | -0.9 | i
> O=C(OCC(=O)N1CCCC1)c1cc([N+](=O)[O-])ccc1Cl
  -2% | -10% | i | -7% | 0% | -3% | u | 0.2 | i
> Cc1cc(C(=O)NC2CCCc3c2cnn3-c2ccccc2F)nc(C)n1 (stereo not drawn)
  u | 3% | i | 3% | 0% | -18% | -0.6% | -3.4 | i
> Cc1cc(Cn2nc(-c3ccccc3)cc2C(=O)NCc2cccc(C(F)(F)F)c2)on1
  u | -2% | u | -20% | -1% | u | 5.3% | -0.1 | i
> Cc1c(NS(=O)(=O)c2cccc(C(=O)N3CCC(C(N)=O)CC3)c2)c(=O)n(-c2ccccc2)n1C
  7% | -4% | i | 1% | 0% | 4% | -0.3% | -2.5 | i
> O=C(CSc1nnc2sc3ccccc3n12)NCc1ccc2c(c1)OCO2
  -6% | 9% | i | -36% | 1% | 2% | 3.2% | -1.4 | i
> CC(=NNC(=S)N1CC2CCC(CC2)C1)c1ccncn1
  u | 16µM* | u | -40% | x | 1.3µM* | 15% | -0.6 | i
> O=C1Nc2ccc(Br)cc2C1(O)Cc1ccncc1 (stereo not drawn)
  3% | 2% | i | 9% | 0% | -8% | -0.2% | -3.3 | i
> COc1ccc(CN(C)C2CCCCC2)c(C)c1C
  -3% | -4% | i | -19% | 1% | -11% | -0.9% | -2.5 | i
> COc1ccc(Nc2nccc(N(C)C)c2C#N)cc1
  25% | -1% | i | -2% | 1% | u | 5.1% | -1.7 | i
> Cc1cc(C(=O)Nc2sc3c(c2C#N)CCC3)no1
  -28% | -16% | i | -15% | -1% | u | 0.0% | -0.2 | i
> CCOc1ccc(S(=O)(=O)N2CCN(C(=O)CCOc3ccccc3C)CC2)cc1
  -6% | -16% | i | -5% | 0% | 16µM* | 0.4% | -2.7 | i
> CCN(CC)CCCNC(=O)Cn1ncc2c3ccccc3n(Cc3ccccc3)c2c1=O
  2% | 8% | i | -1% | x | 4% | 0.2% | x | x
> O=C(N/N=C/c1coc2ccccc2c1=O)c1cc(O)cc(O)c1
  6% | 0% | i | 1% | 0% | -4% | -0.4%[9.22 µM] | -1.9 | i
> c1cnc(SCCOc2cccc3ccccc23)nc1
  9% | -7% | i | -7% | u | u | 2.7% | 0.3 | i
> Cc1ccc(N(CCC#N)C(=O)COC(=O)C2CCN(S(=O)(=O)c3ccc(C)c(C)c3)CC2)cc1
  -1% | 1% | i | -1% | 2% | 9% | 0.1% | -0.8 | i
> Cc1cccn2c(=O)c(C=O)c(N3CCN(C)CC3)nc12
  16% | -3% | i | 1% | 0% | 3% | -0.5% | -1.5 | i
> O=c1cc(-c2ccc(O)cc2)oc2c(O)c(O)c(O)c(O)c12
  13% | -16% | i | 1% | -2% | u | -0.5% | -3.9 | i
> CC(C)CC(=O)N/C(N)=N/c1nc2ccccc2o1
  -3% | 3% | i | -1% | 0% | u | 3.4% | 5.1 | i
> Cc1ccc(-n2nc(CO)c(C(=O)NC(C)CCCc3ccccc3)n2)cc1 (stereo not drawn)
  0% | 12% | x | -36% | x | -19% | 0.8% | x | x
> COCCNC(=O)CCC(=O)N1Cc2cccc(OC)c2Oc2ncccc21
  7% | 2% | i | -4% | x | u | 2.3% | x | x
> CC(OC(=O)C1CCN(c2ccc(C(F)(F)F)cn2)CC1)C(=O)NC1CCCCC1C (stereo not drawn)
  6% | -3% | i | 0% | -2% | u | -0.2% | 1.8 | i
> CCOC(=O)CC1(c2ccc(OC)c(OC)c2)C(=O)c2ccccc2C1=O
  8% | 2% | i | 19% | 0% | 12% | 2.4% | 0.0 | i
> CC(C)(C)c1ccc(OCc2nc(-c3ccccn3)no2)c(Br)c1
  u | 8% | i | -22% | x | u | 2.4% | -0.5 | i
> CCOC(=O)C1=C(C)N(c2ccc(OC)cc2)C(=O)/C1=C\c1ccc(O)c(OCC)c1
  u | -1% | i | -56% | 1% | 0% | 12% | -2.3 | i
> CCCn1c(C)nc2c(c1=O)c1nc3ccccc3nc1n2CCC1=CCCCC1
  4% | -14% | i | -3% | 0% | u | 2.2% | 0.7 | i
> CNc1nc(N)c([N+](=O)[O-])c(NCC2CCCO2)n1 (stereo not drawn)
  6% | 2% | x | 5% | 0% | 2% | 3.3% | 0.2 | i
> CC(C)NC(=O)CC(=O)N/N=C/c1cccs1
  -19% | -3% | i | -14% | u | 9% | 0.1% | 0.0 | i
> COC(=O)C(NC(=O)c1ccccc1)(Nc1nccs1)C(F)(F)F (stereo not drawn)
  -17% | 0% | i | -18% | -7% | -5% | 0.5% | 1.5 | i
> CC(C)(C)c1ccc(CN2C(=O)CSC2=O)cc1
  -13% | 0% | i | -18% | -1% | 13% | -0.5% | -2.0 | i
> COc1ccc(NC(=O)c2ccc(NC(=O)N3CCSc4ncccc43)cc2)cc1
  -22% | -1% | i | -17% | x | x | -0.7% | x | x
> Cc1ccc(C)c(N2CCN(C(=O)c3ccc(Nc4nc5ccccc5n5nnnc45)cc3)CC2)c1
  23% | 4% | i | 6% | x | u | 0.1% | x | x
> O=C(NCC1CCCO1)c1nn2c(C(F)(F)F)cc(-c3cccs3)nc2c1Br (stereo not drawn)
  -5% | -3% | x | -9% | -1% | 0% | 1.9% | -3.1 | i
> COc1ccc(C(=O)OCC(=O)Nc2c(C)cccc2C)c(OC)c1OC
  6% | 3% | i | 4% | 3% | -12% | -0.9% | -2.4 | i
> Cc1coc2c(C)c3oc(=O)c(CC(=O)NCCc4ccc(Cl)cc4)c(C)c3cc12
  -2% | 2% | x | 5% | x | 23% | 0.5% | x | x
> NCCCNC(=O)Cn1c(=O)c2c3c(sc2n(Cc2ccccc2)c1=O)CCCC3
  0% | 4% | i | -5% | 3% | 5% | -0.7% | 0.9 | i
> OC(COCC1COc2ccccc2O1)CN1CCN(c2ccccc2F)CC1 (stereo not drawn)
  6% | -3% | i | -16% | 3% | x | 0.2% | 0.1 | i
> COC(=O)C1(S(=O)(=O)c2cccc3nsnc23)CC1
  3% | -1% | i | -5% | 0% | -2% | -0.3% | -8.3 | i
> CNC(=S)N/N=C1\C(=O)c2cccc3cccc1c23
  u | -25% | u | -36% | 0% | -13% | u | -1.0 | i
> O=C(COC(=O)c1ccc(S(=O)(=O)NCc2ccco2)cc1)NC1CCCCCC1
  0% | -6% | i | 2% | 0% | 14% | 0.3% | 0.5 | i

Entries shown so far that contain a tert-butyl group:
Results follow in this order: TGFb SMAD3 inh | A549 tox | ATXN viability | HepG2 tox | Mm-Cpn inhibitor | Nrf2 inh | Nrf2 ARE act | CCT modulator | Akt phos inh
> CC(C)(C)c1ccc(OCc2nc(-c3ccccn3)no2)c(Br)c1
  u | 8% | i | -22% | x | u | 2.4% | -0.5 | i
> CC(C)(C)c1ccc(CN2C(=O)CSC2=O)cc1
  -13% | 0% | i | -18% | -1% | 13% | -0.5% | -2.0 | i

An excerpt from above in order of the CCT modulator value, largest number first.
| SMILES | CCT modulator |
| --- | --- |
| O=C(CSc1nnc2sc3ccccc3n12)NCc1ccc2c(c1)OCO2 | -1.4 |
| CC(C)(C)c1ccc(CN2C(=O)CSC2=O)cc1 | -2.0 |
| Cc1c(NS(=O)(=O)c2cccc(C(=O)N3CCC(C(N)=O)CC3)c2)c(=O)n(-c2ccccc2)n1C | -2.5 |
